# From PubChem BioAssay
# CHOP UPR activ: apoptotic UPR (CHOP) activation; CHO-CHOP luciferase reporter, luminescence; percent of tunicamycin response over DMSO baseline; activation, % at 10 µM; hit rate 0.34% among 330,000; AID 449763;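 active means at 10 µM dose, activation of 40% or more, normalized to positive control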;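 further: 100% = tunicamycin at 10 µg/mL and 0% = DMSO alone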
#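 Dosing – one dose, 10 µM in 0.5% DMSO · System – CHO-CHOP cells, stable luciferase reporter of PERK-eIF2a-CHOP signalling · Input – 500 cells/well · Control set – tunicamycin 10 µg/mL final as positive, DMSO-only wells as negative · Timing – 6 h compound treatment, 37 °C · Measure – % activation vs tunicamycin · Technique – luminescence read with Steady-Glo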
# CCR6 antagonist: blocks CCL20-driven beta-arrestin recruitment at human CCR6. CHO-K1 CCR6 PathHunter beta-arrestin, luminescence, CCL20-stimulated. inhibition, % at 20 µM. P51684. hit rate 0.49% among 340,000;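 active means compounds whose inhibition of the agonist-driven luminescence signal at 20 µM reaches about 50%, limit read from the data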;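 further: cells stimulated with CCL20 at 14 nM final; plate controls were DMSO with CCL20 for no effect and DMSO without agonist for full effect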
# Target sequence (P51684 whole entry, looked up): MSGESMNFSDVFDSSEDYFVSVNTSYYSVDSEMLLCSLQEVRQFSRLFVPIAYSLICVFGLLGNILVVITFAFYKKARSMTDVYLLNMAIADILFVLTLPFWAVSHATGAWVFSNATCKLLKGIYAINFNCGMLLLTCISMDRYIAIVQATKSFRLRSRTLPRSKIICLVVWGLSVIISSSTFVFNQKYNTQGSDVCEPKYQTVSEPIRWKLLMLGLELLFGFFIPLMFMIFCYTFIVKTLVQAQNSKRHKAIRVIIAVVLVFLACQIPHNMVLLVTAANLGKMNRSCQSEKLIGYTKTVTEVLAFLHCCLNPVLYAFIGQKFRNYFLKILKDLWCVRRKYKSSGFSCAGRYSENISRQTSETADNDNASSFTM
# EBI2 antag: blocks human EBI2 receptor beta-arrestin signaling; P32249; EBI2 beta-arrestin recruitment, luminescence, 7a,25-OHC stimulated; inhibition, % at 5 µM; hit rate 0.81% among 360,000; AID 651636; in the data active means inhibition above about 38%;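 further: enzyme fragment complementation signal reports receptor beta-arrestin coupling in cells; 0% = agonist plus DMSO wells and 100% = wells without agonist; some results beyond the cut were filed as inactive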
# APJ antag: blocks the human apelin receptor APJ | AID 2521 | P35414 | CHO-K1 APJ beta-arrestin complementation, luminescence | inhibition, % at 20 µM | hit rate 0.32% among 330,000;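 active means inhibition above about 40% at 20 µM, limit read from the data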;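 further: cells challenged with 10 nM apelin-13 agonist together with compound; plate controls were apelin-13 plus DMSO wells for no effect and DMSO wells lacking apelin-13 for full effect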
# Target sequence (P35414 whole entry, looked up): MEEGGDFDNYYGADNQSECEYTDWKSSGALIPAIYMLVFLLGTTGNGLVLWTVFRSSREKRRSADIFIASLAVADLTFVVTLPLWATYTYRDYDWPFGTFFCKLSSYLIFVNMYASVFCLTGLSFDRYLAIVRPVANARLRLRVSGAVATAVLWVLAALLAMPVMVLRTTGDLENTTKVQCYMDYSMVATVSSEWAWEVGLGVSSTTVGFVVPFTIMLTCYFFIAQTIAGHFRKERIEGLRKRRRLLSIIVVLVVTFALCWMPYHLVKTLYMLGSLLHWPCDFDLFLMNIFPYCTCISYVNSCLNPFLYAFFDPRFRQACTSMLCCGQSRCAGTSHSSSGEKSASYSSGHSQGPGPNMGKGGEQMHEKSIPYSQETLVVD
# CXCR6 inh: inhibitors of human CXCR6 receptor; CHO-K1 PathHunter CXCR6 beta-arrestin, luminescence; inhibition, % at 20 µM; hit rate 0.36% among 360,000; in the data active means inhibition above about 34%, passing the limit was not always enough;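 further: antagonist mode with CXCL16 agonist at 10 nM final; 0% = 10 nM CXCL16 with DMSO and 100% = unstimulated wells without agonist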
# Target sequence (O00574 whole entry, looked up): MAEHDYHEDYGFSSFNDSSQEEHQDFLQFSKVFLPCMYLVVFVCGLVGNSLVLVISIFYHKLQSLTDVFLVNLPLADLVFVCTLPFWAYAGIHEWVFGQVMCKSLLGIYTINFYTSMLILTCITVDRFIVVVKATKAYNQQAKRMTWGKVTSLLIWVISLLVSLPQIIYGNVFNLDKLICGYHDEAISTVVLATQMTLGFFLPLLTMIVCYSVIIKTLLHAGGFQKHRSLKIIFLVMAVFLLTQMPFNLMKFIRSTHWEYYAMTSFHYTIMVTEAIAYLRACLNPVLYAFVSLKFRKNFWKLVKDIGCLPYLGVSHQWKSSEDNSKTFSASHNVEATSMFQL
# Mdm2 MdmX PPI: inhibitors of human Mdm2/MdmX interaction; O15151+Q00987; SaOS-2 split-luciferase Mdm2/MdmX complementation, luminescence; inhibition, % at 8 µM; hit rate 3% among 330,000; AID 485346;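 active means inhibition of at least 50% at 8 µM in the primary screen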
# APJ ag: APJ receptor agonism | P35414 | CHO-K1 APJ PathHunter beta-arrestin, luminescence; 0% DMSO wells, 100% apelin | AID 2520 | hit rate 0.11% among 330,000 | activation, % at 20 µM;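 active means activation more than six SD over the plate average, tested at 20 µM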;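 further: 0% = DMSO alone and 100% = apelin-13 at 10 nM; some results filed as inactive read as strong as hits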
#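 Assay system: CHO-K1 APJ beta-arrestin complementation cell line / Compound: single test compound dose, 20 µM final, 1% DMSO / Times: overnight seeding, 90 min compound at 25 °C, 1 h detection / Technique: beta-gal luminescence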
# tim23-1 inh: growth inhibitors of tim23-1 mutant yeast | inhibition, % at 20 µM | S. cerevisiae tim23-1 growth, BacTiter-Glo luminescence, 24 h | hit rate 1.3% among 330,000;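 active means growth inhibition of the mutant yeast at or above 50%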;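 further: temperature-sensitive mutant grown at 25 °C; plate controls were DMSO-treated mutant yeast for no effect and medium wells lacking yeast for full effect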
# XBP1 UPR activ: activators of adaptive arm of unfolded protein response (XBP1). CHO-XBP1 luciferase reporter, IRE1-XBP1 UPR activation, luminescence; percent of tunicamycin response, DMSO as zero. activation, % at 20 µM. hit rate 0.33% among 330,000. AID 463104;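 active means versus positive control, 20 µM dose yields 30% or more activation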;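 further: 100% = tunicamycin at 10 µg/mL and 0% = DMSO only wells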
#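 Material: CHO-XBP1 cells stably carrying IRE1-XBP1-driven luciferase reporter | Medium: F12 with 10% serum | Compound dosing: 20 µM single concentration, DMSO 1% | Incubation: Overnight seeding at 37 °C, 6 h compound treatment at 37 °C | Detection: Steady-Glo luminescence read | Read-out basis: % activation of reporter signal versus tunicamycin and DMSO controls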
# Numbers without * were called inactive; . = not tested or not shown. Only part of the results is shown, so the mix of outcomes need not match the whole.
cpd	compound	CHOP UPR activ	CCR6 antagonist	EBI2 antag	APJ antag	CXCR6 inh	Mdm2 MdmX PPI	APJ ag	tim23-1 inh	XBP1 UPR activ
1	CC(C)C[C@@H](CO)N(Cc1ccccc1)S(=O)(=O)N(Cc1ccccc1)[C@H](CO)CC(C)C	3.5	-30	10	-30	-7	81*	11*	32	17
2	Cc1nc2c(C(F)(F)F)cccc2c2c1CCS2	0.7	6	1	3	4	-9	-1	6	2
3	COc1ccc(CN(C)C(=O)c2ccc(NC(=O)CC3SC(N4CCCC4)=NC3=O)cc2)c(OC)c1 (stereo unspecified)	1.6	-5	-9	-2	14	15	-4	-6	-1
4	O=C(COC(=O)c1cc2ccccc2oc1=O)Nc1cccc(Br)c1	1.4	17	-5	6	1	7	-5	0	-2
5	CN(C)C(CNC(=O)c1cc(S(=O)(=O)N2CCOCC2)ccc1F)c1cccs1 (stereo unspecified)	0.4	4	-3	-9	6	19	-2	10	1
6	Cc1ccc(OCc2cc(C(=O)N3CCc4sccc4C3)no2)cc1C	0.1	18	0	0	-11	9	-5	-10	-7
7	COc1ccc(-c2onc3ccc(Cl)cc23)cc1	2.7	-8	0	-8	-2	-1	6	12	2
8	Cc1cc(N2CCCC2)n2nc(C)nc2n1	2.4	-4	2	-55	-10	3	-1	0	-1
9	c1ccc(N2CCN(C3CCSC3)CC2)cc1 (stereo unspecified)	-0.2	-2	1	-21	-6	-30	-1	5	-2
10	COc1cc(-n2c(C)nc3cc(C(=O)O)ccc32)cc(OC)c1OC	1.6	-5	5	3	0	-17	1	10	0
11	CC1CCCCN1S(=O)(=O)c1cn(C)c(=O)n(C)c1=O (stereo unspecified)	-1.1	4	-3	4	-2	16	-3	-13	1
12	Cc1onc(-c2ccccc2)c1C(=O)N1CCCC1	-0.4	5	-2	0	-8	14	4	1	-5
13	O=C(/C=C/c1ccc(F)cc1)NCc1ccco1	3.6	11	-12	7	1	-4	2	1	3
14	Cc1ccc(N2C(=O)c3cccc4c([N+](=O)[O-])ccc(c34)C2=O)c2cccnc12	-2.5	21	43	-16	3	92*	3	6	-4
15	CN1CCN(S(=O)(=O)c2ccc(CNC(=O)c3ccccc3)s2)CC1	-0.8	3	11	10	-1	27	-1	5	-1
16	CCOC(=O)C1C(=O)NC(c2ccccc2)=NC1c1ccccc1 (stereo unspecified)	0.1	2	1	11	2	-4	1	18	-2
17	CN(C)C(CNC(=O)c1ccc(NC(=O)c2cccs2)cc1)c1ccccc1 (stereo unspecified)	4.0	14	8	18	1	9	0	5	5
18	CCOC(=O)N1CCC(n2c(SCC(=O)NCc3ccccc3)nc3ccccc3c2=O)CC1	-0.9	3	5	-15	4	10	1	32	-2
19	Cc1nnc(SCC(=O)Nc2ccc(S(=O)(=O)N3CCCC3)cc2)n1N	-1.8	12	-1	-14	-10	-41	-2	6	-1
20	COc1cc(C(=O)O/N=C(\N)c2cccc([N+](=O)[O-])c2)cc(OC)c1OC	2.0	-11	-10	-44	-8	74*	16	10	4
21	O=C1NN(c2ccccc2)C(=O)/C1=C\c1cccn1-c1ccc(Cl)c([N+](=O)[O-])c1	-1.0	18	7	1	19	19	4	9	-2
22	O=C(N/N=C(\Cc1ncc[nH]1)c1ccccc1)c1ccncc1	0.2	23	-12	-21	-1	67*	8	-15	-1
23	CCC(CC)c1nnc(NC(=O)c2ccc(S(=O)(=O)N3CCc4ccccc4C3)cc2)s1	3.7	2	-8	13	4	11	-1	-10	0
24	CC1CCCN(C(=O)C2CCN(S(=O)(=O)c3ccc4c(c3)CC(C)N4C(=O)C3CC3)CC2)C1 (stereo unspecified)	1.8	7	-1	-8	8	38	1	24	-3
25	Cc1nc(NCCN2CCOCC2)c2oc3ccccc3c2n1	-0.1	3	-9	10	0	11	0	-4	3
26	CCOC(=O)C1CCN(c2cc3c(cc2NC(=O)c2ccc(F)cc2)n(C)c(=O)n3C)CC1	4.6	11	-2	12	-6	10	4	13	-3
27	COc1ccc(CCn2c(C)cc(C(=O)CSc3nnnn3-c3ccccc3)c2C)cc1	-0.3	3	8	9	6	28	0	-9	-1
28	CCCNC(=S)NC1CC2CCC(C1)N2Cc1ccccc1 (stereo unspecified)	1.2	0	5	-21	1	-5	-1	-7	-3
29	CCOC(=O)N1CCN(C(=O)COc2ccc(S(=O)(=O)NCc3ccccc3)cc2)CC1	-2.0	5	16	-15	-2	13	-3	3	-3
30	Cc1cccc(NC(=O)c2ccc(S(=O)(=O)NCc3ccco3)cc2)n1	2.7	4	-2	-11	-2	-16	-1	17	4
31	CN(C)CCNC(=O)/C(=C/c1cccc([N+](=O)[O-])c1)NC(=O)c1ccccc1	2.3	7	-11	7	1	-8	-2	-2	1
32	COc1ccc(-c2cc(-c3ccccc3)c(C#N)c(SCC(=O)O)n2)cc1	1.2	3	31	-28	-4	1	1	41	-2
33	Cc1ccc(CNC(=O)CCC(=O)Nc2nnc(C)s2)cc1	-1.5	4	-4	35	-6	14	-3	3	-3
34	Cc1cc(NC(=O)CSc2nc3ccccc3cc2C#N)no1	7.2	-2	1	12	0	20	1	-3	1
35	O=C(C1CC1)N(CCc1ccccc1)Cc1nc2ccccc2c(=O)[nH]1	1.0	34	1	6	2	-6	-2	28	-3
36	Fc1ccc(CNC(=S)NC2CCCCC2)cc1	-0.6	12	2	1	-8	16	-3	19	-1
37	COC(=O)c1nn(-c2cccc(C(F)(F)F)c2)c(=O)cc1Sc1ccccn1	2.9	3	-25	11	-5	6	2	10	1
38	O=C(C1CCN(S(=O)(=O)N2CCOCC2)CC1)N1CCc2ccccc21	-3.1	3	.	-21	.	-12	-2	16	1
39	COc1ccc(CCC(=O)N2CCN(c3cccc(C)c3C)CC2)cc1	0.9	23	27	4	-8	23	-2	17	0
40	CCOC(=O)C1C(=O)NC(c2ccccc2)=NC1c1ccc(F)cc1 (stereo unspecified)	-0.1	-9	1	10	-7	13	-1	8	-2
41	COC(=O)CNc1nc(Cl)nc(Nc2ccc(C)cc2)n1	-0.9	4	-1	16	2	20	-2	4	0
42	Cc1cccc(N2CCN(c3cc(C)nc4nnnn34)CC2C)c1 (stereo unspecified)	0.3	2	0	11	-6	2	-1	17	3
43	O=C(c1ccco1)N1CCN(C(=O)N2CCCCC2)CC1	2.0	0	-4	8	-1	-36	-4	-12	1
44	CCOc1ccc(CN2CCN(Cc3c[nH]c4ccccc34)CC2)cc1	16	-1	6	0	5	20	-5	14	16
45	CC(=O)Nc1nc(-c2ccc3ccccc3c2)cs1	3.4	4	0	3	-15	-255	0	20	1
46	Cc1cc(C(=O)NC2CC(C)(C)Cc3c2cnn3-c2ccc(F)cc2)nn1C (stereo unspecified)	2.0	22	-10	20	-2	-4	3	28	-7
47	COc1cccc2cc(C(=O)C3=C(O)C(=O)N(CCN(C)C)C3c3ccc(Cl)cc3)oc12 (stereo unspecified)	2.8	8	-11	22	2	8	-4	9	-2
48	Cc1cccc(NC(=O)C2CCCN(S(=O)(=O)c3ccc4[nH]c(=O)ccc4c3)C2)c1 (stereo unspecified)	-1.4	-7	1	-4	-4	14	-3	-8	0
49	CCCN(CCC)C(=O)C1CCC(CNS(=O)(=O)c2cccc3nsnc23)CC1 (stereo unspecified)	-0.3	6	3	-29	-4	0	9	23	-3
50	CC(NCc1ccc(S(N)(=O)=O)cc1)C(=O)Nc1cccc(Cl)c1 (stereo unspecified)	-1.0	20	-2	-9	4	10	-3	-1	0
51	Cc1cccc(C)c1NC(=O)CCCSc1nnc(-c2ccc(F)cc2)n1-c1ccccc1	1.0	25	8	-4	9	0	-2	17	0
52	Cc1ccc(NS(=O)(=O)c2cn(C)c(=O)n(C)c2=O)c(C)c1	-0.4	-3	2	18	-11	-3	-1	11	-1
53	COc1cccc(CNC(=O)[C@@H](C)N2C(=O)N3CCc4c([nH]c5ccc(OC)cc45)C3(C)C2=O)c1 (stereo partly specified)	0.1	13	2	-43	-10	11	3	-2	-2
54	CCc1nnc(NC(=O)CSc2nnc(CNc3cccc(Cl)c3)n2CC)s1	0.1	10	6	4	7	-5	1	2	-2
55	O=[N+]([O-])c1cccc(S(=O)(=O)NCCOc2cccc3cccnc23)c1	2.2	-2	-4	-26	1	40	5	26	-2
56	O=C1CCCN1C(=O)CSc1nnnn1-c1ccccc1	2.0	8	4	16	-6	17	-5	12	1

# More results follow.
cpd	compound	CHOP UPR activ	CCR6 antagonist	EBI2 antag	APJ antag	CXCR6 inh	Mdm2 MdmX PPI	APJ ag	tim23-1 inh	XBP1 UPR activ
57	COC(=O)c1ccccc1NC(=O)CN1C(=O)C2CCCN2c2ncc(Cl)cc21 (stereo unspecified)	-1.7	.	.	10	.	-7	-2	-1	-7
58	Cn1c(=O)[nH]c(=O)c2c1nc(N1CCCCC1)n2CC(O)COc1ccc([N+](=O)[O-])cc1 (stereo unspecified)	-1.1	15	-6	-16	-5	-8	-4	5	-3
59	O=C(O)c1cc([N+](=O)[O-])ccc1NCc1ccccn1	2.0	19	-3	5	5	18	3	-7	0
60	COC(=O)Cn1c(CCS(=O)(=O)c2ccc(Cl)cc2)nc2ccccc21	-1.4	0	2	12	-3	40	0	27	0
61	Cc1ccc(NC(=O)/C(=C/c2cccs2)NC(=O)c2ccco2)c(C)c1	2.5	3	-7	3	7	-4	3	0	-1
62	C/C(=N\NC(=O)COc1ccccc1-c1ccccc1)c1ccc(O)cc1O	2.2	5	1	3	-3	64*	-2	21	1
63	CCOc1ccccc1NC(=O)C1CCCN(S(=O)(=O)c2ccc3c(c2)C(C)(C)C(=O)N3C)C1 (stereo unspecified)	-0.8	3	-2	7	2	25	-2	16	-3
64	COc1cc2c(c(OC)c1O)C(=O)CO2	2.2	-16	-17	-20	-13	6	2	14	0
65	CC1CCCC(C)N1C(=O)Cn1cc(/C=C2/C(=O)Nc3ccccc32)c2ccccc21 (stereo unspecified)	0.6	-8	29	10	28	44	-5	33	-2
66	CCOc1ccc(NC(=O)c2ccc(NC(=O)c3ccc(NC(N)=O)cc3)cc2)cc1	1.2	-10	-1	-2	0	30	-5	9	-4
67	COc1ccc([C@H]2CC(=O)C=C(c3ccc(F)nc3)C2)cc1OC	0.1	-1	4	3	0	2	-3	17	0
68	COc1ccc(C(=O)NCc2nnc(SCC(=O)c3ccc(F)cc3)n2C)cc1OC	-0.4	1	-1	-76	-6	5	12	0	0

# An excerpt from above, limited to EBI2 antag, tim23-1 inh and CXCR6 inh:
cpd	structure	EBI2 antag	tim23-1 inh	CXCR6 inh
66	CCOc1ccc(NC(=O)c2ccc(NC(=O)c3ccc(NC(N)=O)cc3)cc2)cc1	-1	9	0
67	COc1ccc([C@H]2CC(=O)C=C(c3ccc(F)nc3)C2)cc1OC	4	17	0
